Eya2 inh – blocks the phosphatase activity of human Eya2 | O00167 | recombinant Eya2, OMFP fluorescence dephosphorylation (OMFP is methylfluorescein phosphate) | Potency, µM (series often up to 76.9 µM), for the others: at the top dose activity, negative = inhibition, most hits filed as inhibitors | 0.006% of 330,000 active | AID 488837; also: potency is read from the fitted curve at half-maximal effect
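Eya2 (0.2 uM) preincubated 10 min at ambient with compound, then OMFP substrate added at 50 uM; 10 min reaction in 50 mM HEPES pH 7.5, 50 mM NaCl, 5 uM MgCl2, 0.05% BSA, 1 mM DTT. Fluorescence read at Ex 485/Em 525 nm.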
USP2a block – USP2a (human) protease inhibition. USP2 core, Ub-CHOP2 coupled fluorogenic reporter, 485/531. 0.01% of 330,000 active. O75604. Potency, µM (series often up to 38.3 µM), without a hit: top-dose activity change, negative = inhibition, hits mostly inhibitors;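 also: potency is read from the fitted curve at half-maximal effect; plate controls were DMSO wells for no effect and full inhibition by NEM control for full effect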
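Cell-free coupled assay: 10nM USP2 core preincubated 30min RT with compound in Tris-HCl pH 8.0/CaCl2/CHAPS buffer, then 25nM Ub-CHOP2 and 25nM reporter substrate; fluorescence (Ex 485/Em 531) read after 60min RT, normalized to NEM inhibition, concentration-response curves fitted.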
B2AR arrestin – agonists driving beta-arrestin recruitment to human beta2-adrenergic receptor; beta-arrestin recruitment to beta2AR, cell-based reporter; Potency, µM (series often up to 46.1 µM), for the others: at the highest dose activation, usual class: activators; P07550; 0.02% of 330,000 active; AID 492947;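 also: potency is read from the fitted curve at half-maximal effect; 0% = DMSO controls and full agonism = EC100 isoproterenol or metaproterenol; nearly all actives have a fitted effect of over 65% in size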
Target sequence (P07550 whole entry, looked up): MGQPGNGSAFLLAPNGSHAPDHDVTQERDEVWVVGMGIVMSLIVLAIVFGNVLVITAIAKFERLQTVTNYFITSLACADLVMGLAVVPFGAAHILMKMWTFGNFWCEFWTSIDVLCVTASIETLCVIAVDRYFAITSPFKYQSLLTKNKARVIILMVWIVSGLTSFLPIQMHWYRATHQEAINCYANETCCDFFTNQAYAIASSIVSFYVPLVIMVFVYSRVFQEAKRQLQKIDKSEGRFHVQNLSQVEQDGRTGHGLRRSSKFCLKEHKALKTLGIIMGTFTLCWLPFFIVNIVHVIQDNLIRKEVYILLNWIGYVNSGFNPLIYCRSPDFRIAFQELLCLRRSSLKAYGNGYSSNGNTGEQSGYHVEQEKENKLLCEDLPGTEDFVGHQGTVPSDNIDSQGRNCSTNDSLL
PKM2 activator – PKM2 (human) enzyme activation; purified PKM2, Kinase-Glo ATP luminescence, activation; response scale: 0% is enzyme alone, no compound; Potency, µM (series often up to 57.5 µM), for inactives: at the top dose activation, usual class: activators; 0.34% of 260,000 active; P14618; also: potency is read from the fitted curve at half-maximal effect; nearly all actives have a fitted effect of over 55% in size
Target sequence (P14618 whole entry, looked up): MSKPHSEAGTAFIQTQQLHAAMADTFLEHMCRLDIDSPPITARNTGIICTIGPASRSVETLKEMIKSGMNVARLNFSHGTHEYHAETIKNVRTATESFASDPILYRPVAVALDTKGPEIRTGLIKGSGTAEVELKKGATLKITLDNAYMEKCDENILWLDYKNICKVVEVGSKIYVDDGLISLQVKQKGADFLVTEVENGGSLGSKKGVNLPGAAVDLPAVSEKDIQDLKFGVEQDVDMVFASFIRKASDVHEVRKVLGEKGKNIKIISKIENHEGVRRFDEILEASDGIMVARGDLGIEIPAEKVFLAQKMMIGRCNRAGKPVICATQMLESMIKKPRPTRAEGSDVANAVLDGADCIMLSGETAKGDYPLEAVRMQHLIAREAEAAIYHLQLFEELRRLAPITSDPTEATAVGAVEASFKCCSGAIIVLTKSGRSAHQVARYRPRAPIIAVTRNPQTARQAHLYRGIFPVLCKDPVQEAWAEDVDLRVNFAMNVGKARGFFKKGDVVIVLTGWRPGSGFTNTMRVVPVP
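Purified hPK-M2 (>95%) run at intermediate activity with 0.1 mM ADP and 0.5 mM PEP in 50 mM imidazole pH 7.2, KCl, MgCl2; 1 h room temperature. ATP formed read by Kinase-Glo luminescence; normalized to uninhibited and no-enzyme controls.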
FBPA coupling cs – counter-screen for Giardia aldolase inhibitors: coupling enzyme system; coupling enzyme system counterscreen, AmpLite Red fluorescence; activity change, negative = inhibition, % at 58.2 µM, hits read low; 0.67% of 290,000 active; in the data active = activity change below about -30%
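Final compound at 57.5 uM, incubated 10 min at RT with coupling enzyme reagent (glyceraldehyde-3-phosphate), then 20 min with substrate and AmpLite Red detection. Fluorescence read at 525/598 nm; tests interference with the coupling assay, not aldolase inhibition.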
KCNH2 3.1 block – inhibitors of human KCNH2 3.1 potassium channel isoform. activity change, % (tested at about 1.8 µM). 0.95% of 340,000 active. U2OS KCNH2 3.1, thallium flux FluxOr; active compounds read low. AID 720553;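 active = maximum activity change below -70%; inconclusive = maximum activity change from -70% to -50%; inactive = maximum activity change above -50%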;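 also: thallium influx rate constant from kinetic fluorescence after stimulation buffer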
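Virally transduced U2OS (3.1 isoform, 4 h infection in dark at RT) → overnight 37 C → FluxOr + Red40 in HBSS/HEPES, 45 min → stimulation buffer, 2 min kinetic read → rate constant vs DMSO controls.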
GALK inh – inhibitors of human galactokinase; Potency, µM (doses to about 57.5 µM), for inactives: at the highest dose activity change, negative = inhibition, hits mostly inhibitors; P51570; AID 1868; Purified GALK, Kinase-Glo residual ATP luminescence; 0.007% of 270,000 active; also: potency is read from the fitted curve at half-maximal effect
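Galactose (100 uM) and ATP (35 uM) were turned over by 5 nM GALK for 1 h at RT. Kinase-Glo Plus then converted the remaining ATP into a luminescent signal.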
BCR signal inh – blocks chronic active B-cell receptor signaling. ABC-DLBCL IkBa-CBG/CBR reporter, luminescence ratio, 4 h. 0.05% of 340,000 active. Potency, µM (titrated, usually from 46.1 µM), for the others: at the top dose ratio change, negative = lower green/red ratio, hits mostly inhibitors; active = well fitted inhibition curve with a large enough effect in the signal ratio, with a control signal flat, not every such curve was filed as active; inconclusive = small, poorly fitted or top-dose-only effect, or effect the other way, or a change in a side signal; the % refers to the signal ratio;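 also: potency is read from the fitted curve at half-maximal effect; plate controls were basal doxycycline-induced cells for no effect and cells given 10 µM MG132 for full effect; MG132 reads +100%, hits lower the ratio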
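TMD8 human ABC-DLBCL cells with doxycycline-inducible IκBα–green luciferase fusion and unfused red luciferase, in 0.5% FBS medium; compounds up to 46 uM, 4 h at 37C. Green/red luminescence ratio, filter-overlap corrected, fitted to concentration-response curves.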
hERG WT inh – blocks the wildtype human KCNH2 potassium channel | U2OS, BacMam KCNH2, thallium flux FluxOr; active compounds read low | activity change, % at 1.84 µM | 0.37% of 340,000 active | AID 720551;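 active = maximum activity change below -70%; inconclusive = maximum activity change between -70% and -50%; inactive = maximum activity change above -50%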
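U2OS cells transduced with wild-type KCNH2 virus are loaded with FluxOr dye for 45 min, and thallium flux is measured in kinetic reads before and after stimulation buffer. Rate constants are normalized to DMSO controls.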
Giardia kill – Giardia lamblia killing; Giardia lamblia trophozoite viability; activity change, % at 7.66 µM, hits read low; 0.15% of 340,000 active; AID 540267; in the data active = activity change below about -80%; inconclusive = between about -30% and that limit;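 also: parasites exposed to compound for two days anaerobically before the ATP read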
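Luminescence from cellular ATP indicates surviving trophozoites (100 cells/well) following 48 hrs anaerobic compound treatment at 37 deg C; signal develops 15-30 min at room temperature.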
uPA generation – blocks generation of uPA at the cell surface; cell surface uPA generation assay, qHTS; Potency, µM (top dose mostly 38.3 µM), inactives show at the top dose activity change, negative = inhibition, most hits filed as inhibitors; 0.31% of 330,000 active; AID 540303; active = well fitted inhibition curve with a large enough effect; inconclusive = small, poorly fitted or top-dose-only effect; inactive = no such curve, though single readings can be large or run the other way; tested in mouse RAW 264.7 cells; also: potency is read from the fitted curve at half-maximal effect; nearly all actives have a fitted effect of over 55% in size
* marks the source's active call; other numbers are inactive results; ? = inconclusive; / = not tested or not shown; [ ] = another dose, or the depositor's remark. Unless noted, calls follow the shape of the dose curve; as a rule, active = well fitted curve in the direction sought with a large enough effect; inconclusive = small, poorly fitted or top-dose-only effect, or another doubt; inactive = no such curve, though single readings can be large; an effect the other way counts as inactive or inconclusive. Unless noted, % is scaled to controls: 0 for no effect and ±100 for the full control effect. Rows are unselected, and some 2.4% of all compounds hit somewhere here.

SMILES	Eya2 inh	USP2a block	B2AR arrestin	PKM2 activator	FBPA coupling cs	KCNH2 3.1 block	GALK inh	BCR signal inh	hERG WT inh	Giardia kill	uPA generation
CCOc1ccc(NC(=O)C2CCCN2C(=O)NC2CCCCC2)cc1 (stereo not given)	-2%	2%	0.0%	/	0	-4	1%	-4%	-10	-8	-1%
Cc1cc(SCC(=O)N/N=C/c2ccccc2C(=O)O)c(C)cc1Br	11%	0%	-0.1%	0%	19	8	-3%	10%	-7	-3	0%
COc1ccc(CN2CC(=O)N(c3ccc(Cl)cc3)C2=S)cc1OC	-12%	-1%	0.8%	/	3	-2	/	?	8	-24	-6%
CCN1CCN(C(CNS(=O)(=O)c2ccc(Br)cc2)c2cccnc2)CC1 (stereo not given)	4%	-1%	0.1%	10%	/	/	-6%	0%	-22	-2	-3%
Cc1ccc(N(C)S(=O)(=O)c2cccc(C(=O)N(C)Cc3cnn(-c4ccccc4)c3)c2)cc1	25%	-2%	-0.4%	/	/	-24	/	5%	2	-9	-13%
CCOC(=O)c1ccccc1NC(=O)COC(=O)CCC(=O)N1CCOCC1	13%	-1%	-0.9%	4%	1	-9	3%	?	-14	32[activator]	6%
O=C(NNC(=O)c1ccccc1Cl)c1ccc2c(c1)OCCO2	11%	3%	-0.1%	/	/	-1	/	?	3	0	?
Cn1c(Cn2cnc([N+](=O)[O-])n2)nnc1SCC(=O)Nc1cccc(Cl)c1	-13%	2%	0.1%	10%	-7	-5	0%	1%	-5	-16	-9%
CC(=O)Nc1cc(C(F)(F)F)ccc1Oc1cccc(Br)c1	-8%	-4%	-0.5%	10%	/	-4	0%	24%	-1	-2	-9%
O=C(Cn1cc([N+](=O)[O-])cn1)N1CCN(Cc2ccc3c(c2)OCO3)CC1	-13%	-8%	-0.4%	/	0	-4	4%	-2%	-6	7	-1%
O=C(Cc1ccccc1)N/N=C/c1ccc(OCC(=O)Nc2ccccc2)cc1	5%	5%	-0.8%	9%	-1	9	-3%	-1%	-10	28	2%
OCCC1CN(Cc2ccccc2-c2ccco2)CCN1C1CCCC1 (stereo not given)	-3%	-1%	-0.6%	2%	2	-15	4%	?	22	-2	-1%
Cc1ccc(C(=O)Nc2ccc(C(=O)N/N=C/c3cccnc3)cc2)cc1	-9%	-3%	-0.4%	-1%	3	9	3%	-12%	-9	17	-1%
Cc1c(NC(=O)c2ccc(C(=O)Nc3c(C)n(C)n(-c4ccccc4)c3=O)cc2)c(=O)n(-c2ccccc2)n1C	-11%	0%	-0.7%	-5%	-1	-11	0%	0%	-32	5	2%
Cc1ccccc1-n1c(-c2ccoc2C)n[nH]c1=S	5%	5%	-0.6%	-14%	-1	/	2%	-1%	9	-17	9%
Cn1cc([N+](=O)[O-])c(C(=O)Nc2cc(Oc3ccccc3)cc([N+](=O)[O-])c2)n1	-3%	0%	-0.4%	13%	0	-9	3%	?	-5	-17	-8%
COc1ccc(CCN(C)c2ccc(C(N)=O)cc2[N+](=O)[O-])cc1OC	-4%	1%	0.0%	2%	0	35	-1%	1%	-1	5	-11%
CCCNC(=O)CS(=O)Cc1nc(-c2cccc(OC)c2)oc1C (stereo not given)	3%	2%	-0.2%	1%	1	13	1%	-1%	1	16	-7%
COc1cc(-n2c(C)nc3cc(C(=O)N4CCOCC4)ccc32)cc(OC)c1OC	4%	-4%	0.5%	1%	0	7	2%	-3%	4	-2	8%
C=CCSc1nc2c(c(=O)[nH]c(=O)n2C)n1CC	15%	-1%	-0.1%	-6%	0	-10	1%	2%	-2	-14	-11%
CNS(=O)(=O)c1cccc2nsnc12	-13%	2%	-0.1%	-4%	-2	2	2%	-12%	0	6	-1%
Cc1cccc(NC(=O)c2nnn(-c3cccc(C(F)(F)F)c3)c2N)c1	3%	-4%	-0.4%	-10%	-5	-7	0%	-19%	2	-18	4%
Fc1ccc(-c2nn(-c3ccccc3)cc2CNCc2ccccc2)cc1	-11%	1%	0.1%	0%	1	-31	1%	-4%	7	-15	0%
Cc1c(NC(=O)c2ccc3c(c2)OCO3)cccc1-c1nc2ccccc2o1	6%	-9%	0.5%	-1%	3	-13	6%	?	-2	-5	5%
CCN(CC(=O)Nc1c(F)cccc1F)C(=O)CN1c2cccc3cccc(c23)S1(=O)=O	-25%	0%	-0.9%	/	/	0	/	-11%	0	-10	1%
Cn1c(CO)cnc1S(=O)(=O)Cc1c(Cl)cccc1Cl	-9%	6%	0.3%	/	0	-3	0%	1%	-6	-5	-1%
CCC(CC)C(=O)Nc1cc(=O)n(C)c(=O)n1C	-11%	3%	-0.3%	5%	-6	?	2%	23%	-1	-9	1%
COc1ccc(Cl)cc1NC(=O)C/C(C)=N/NC(=O)COc1ccc(C)cc1	4%	5%	-0.4%	/	0	45	-3%	-15%	-1	6	5%
O=C(O)CSc1nnc(Nc2ccccc2)n1-c1ccccc1	-3%	0%	-0.3%	2%	7	10	0%	8%	-6	-17	5%
COc1ccc(Cl)cc1NC(=O)CN(C)C(=O)c1cc2c(s1)CCCC2	-17%	-6%	-0.3%	/	/	-16	/	-16%	26	15	?
CCN1CCN(CC(O)COC(c2ccccc2)c2ccccc2)CC1 (stereo not given)	-1%	-1%	0.2%	10%	-3	-4	0%	2%	-12	-14	3%
CC1CCc2cc(F)ccc2N1C(=O)c1ccc2c(c1)OCO2 (stereo not given)	1%	-2%	-0.2%	1%	5	16	-1%	-2%	-11	-11	4%
CC(C)NC(=O)N(O)C1N(C(C)C)C(=O)N(Cc2ccc3c(c2)OCO3)C1(C)C (stereo not given)	-15%	0%	-0.4%	-2%	2	-4	0%	?	-5	11	3%
Cc1nc(NS(=O)(=O)c2cccs2)c2c3c(sc2n1)CCC3	5%	0%	-0.3%	13%	15	1	-1%	?	-7	-12	6%
O=C(COC(=O)c1ccccc1SCC(=O)N1CCCC1)NC1CCCCC1	2%	1%	0.2%	/	/	-2	/	?	2	-9	-3%
O=C(c1ccccc1)N1CCc2[nH]nc(-c3ccccc3)c2C1	2%	2%	-0.1%	/	/	-94*	0%	-3%	-14	-19	3%
Cc1n[nH]c(=S)n1/N=C/c1ccccc1	6%	2%	-1.0%	-8%	0	12	/	4%	20	-1	5%
CC(=O)NC(c1ccc(Cl)cc1Cl)c1ccc2cccnc2c1O (stereo not given)	-14%	1%	0.2%	2%	-6	-18	-1%	?	6	1	?
CC(C)(C)n1nnnc1CN(Cc1ccc(F)cc1)Cc1ccco1	-16%	-1%	-0.1%	0%	-10	-1	1%	2%	-3	-6	-6%
CCC(C)(C)NC(=O)C(c1ccco1)N(C(=O)Cn1nnc2ccccc21)c1ccc2c(c1)OCO2 (stereo not given)	-1%	3%	0.6%	2%	0	13	0%	?	-13	13	0%
COc1ccc(NC(=O)NCCN2CCc3ccccc3C2)cc1	-6%	2%	-0.5%	1%	1	13	0%	?	7	23	5%
COc1ccccc1-n1cnnc1SCC(=O)Nc1cccc(S(N)(=O)=O)c1	0%	3%	-0.5%	21%	3	18	1%	-25%	1	-4	2%
COC(=O)/C(C#N)=C/c1c(-c2ccccc2)nc2n1CCS2	1%	-1%	3.8%	-3%	4	-12	3%	3%	-2	-26	-2%
COc1ccc(CC2(C)OC(c3ccccc3)=NN2C(C)=O)cc1 (stereo not given)	-5%	2%	-1.2%	-9%	7	-17	0%	-2%	-18	2	4%
COc1ccc(NS(=O)(=O)c2ccc(C)c(C(=O)NNC(=O)c3ccccc3O)c2)cc1	-10%	1%	0.1%	/	/	-6	/	3%	3	-1	-1%
Cc1ccc(OCc2cc(C(=O)N(C)CCc3ccccn3)no2)cc1C	-4%	-2%	-1.1%	/	-1	1	1%	6%	-15	31[activator]	2%
COc1ccc(OC)c(NC(=O)C2CC(C)=C(C)CC2C(=O)O)c1 (stereo not given)	16%[15.4 µM]	-4%	0.0%	6%	4	-7	2%	?	-6	-12	-3%
CCCCOC(=O)C(C)c1c(C)[nH]c(=S)[nH]c1=O (stereo not given)	6%	1%	0.2%	-2%	0	4	-1%	1%	-4	17	8%
Nc1nnc(SCc2ccccc2Cl)s1	/	/	/	1%	5	7	1%	/	6	-18	-3%
CCn1cc(C(=O)NCc2cccc(F)c2)c(=O)c2cc(F)c(N3CCN(C(=O)c4ccco4)CC3)cc21	-5%	-5%	0.0%	-9%	-2	-8	0%	4%	-3	-7	-16%

High-throughput results as filed in PubChem.
